Avidin bead fluor: green autofluorescence of compounds with avidin beads – biophysical, 488/530 nm, flow cytometry, artefact control, profiling panel; 0.38% of 220,000 active; compound fluorescence 488/530 nm; hits give high values; fluorescence (KMESF) at 10 µM; in the data active = fluorescence above about 47; also: inactives centre near 10
RGS7-Gao reg: RGS7-Galphao binding modulators, primary screen, biochemical, multiplexed bead flow cytometry; Guanine nucleotide-binding protein G(o) subunit alpha (Homo sapiens), P09471; actives lie on both sides; binding response (% of control), % at 10 µM; 0.35% of 220,000 active; in the data active = binding response below about 49% or above about 150%; inconclusive = no clear call, values can overlap the other calls; inactive = in between;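 also: fluorescent Galphao held in activated GDP-AlF4 state binding bead-coupled RGS7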
Target sequence (P09471 whole entry, looked up): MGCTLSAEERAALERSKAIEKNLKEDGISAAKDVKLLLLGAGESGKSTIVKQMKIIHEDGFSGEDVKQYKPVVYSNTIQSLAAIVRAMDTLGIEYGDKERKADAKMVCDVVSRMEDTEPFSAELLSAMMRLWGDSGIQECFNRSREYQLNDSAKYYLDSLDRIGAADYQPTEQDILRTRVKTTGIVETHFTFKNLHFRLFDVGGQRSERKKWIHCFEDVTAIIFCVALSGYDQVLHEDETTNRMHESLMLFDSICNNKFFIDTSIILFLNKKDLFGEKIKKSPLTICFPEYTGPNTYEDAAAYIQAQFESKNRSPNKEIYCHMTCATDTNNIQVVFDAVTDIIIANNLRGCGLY
RGS4-Gao reg: modulators of RGS4 binding to Galphao, primary screen, biochemical, multiplexed bead flow cytometry; binding response (% of control), % at 10 µM; actives lie on both sides; 0.33% of 220,000 active; Guanine nucleotide-binding protein G(o) subunit alpha (Homo sapiens), P09471; in the data active = binding response below about 49% or above about 150%; inactive = in between;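 also: fluorescent Galphao activated with aluminum fluoride binding bead-coupled RGS4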
Active calls of the source: *; ? = inconclusive. Not all compounds are listed, so the mix of outcomes need not match the whole.

SMILES	Avidin bead fluor	RGS7-Gao reg	RGS4-Gao reg
C/C(Cn1nnc([N+](=O)[O-])n1)=N\NC(=O)c1ccccc1O	9	?	98
COC(=O)c1scc(C)c1N1C(=O)c2ccccc2C1=O	5	?	98
O=C(NCC(c1ccc(F)cc1)N1CCOCC1)c1ccccc1F (configuration not stated)	6	?	94
CCC(C)(C)C1CCC2(CC1)NC(=S)N(c1ccccc1)N2 (configuration not stated)	9	?	105
CCCc1c(C(=O)Nc2ccc(C(F)(F)F)cc2)cnn1-c1ccccc1	9	?	104
CC1(C)C2CCC1(C)C(OC(=O)CNc1ccccc1)C2 (configuration not stated)	6	?	89
CCn1c(SCC(=O)Nc2ccc(OC)cc2)nc2nc3c(cc2c1=O)CCCC3	7	?	101
COc1ccc(NS(=O)(=O)c2ccc(N3CC(O)=C(c4ccccc4)C3=N)cc2)cc1	7	?	101
CCc1ccc(OCCCC(=O)Nc2cccc(C(=O)O)c2)cc1	7	?	102
CC(C)(C)C1CCc2c(sc3ncn(N)c(=N)c23)C1 (configuration not stated)	7	?	107
O=C(O)CC(SCC(=O)Nc1ccc(Cl)c(S(=O)(=O)N2CCOCC2)c1)C(=O)O (configuration not stated)	8	?	102
Cc1ccc(C2C(C#N)=C(N)OC3=C2C(=O)CC(C)(C)C3)s1 (configuration not stated)	11	?	101

Two records picked at random from those above, as already listed:
SMILES	Avidin bead fluor	RGS7-Gao reg	RGS4-Gao reg
CCC(C)(C)C1CCC2(CC1)NC(=S)N(c1ccccc1)N2 (configuration not stated)	9	?	105
COC(=O)c1scc(C)c1N1C(=O)c2ccccc2C1=O	5	?	98

Next section
SMILES	Avidin bead fluor	RGS7-Gao reg	RGS4-Gao reg
Cc1ccc(-c2nc3c(=O)n(-c4ccccc4)c4c(c(=O)n(C)c(=O)n4C)c3o2)cc1	5	?	94
CCC1CCCCN1CC(=O)c1c(C)[nH]c2ccc(OC)cc12 (configuration not stated)	7	?	105
O=C(NC(=S)Nc1ccc(CN2CCOCC2)cc1)c1ccco1	7	?	99
CC1(C)C(C#N)=C(N)Oc2c1c(=O)oc1ccccc21	12	?	102
C/C(=N/NC(=O)CNC(=O)c1ccncc1)c1ccco1	15	?	109
CCOC(=O)c1c(NC(=O)Nc2ccc(C)cc2)sc2c1CCN(C)C2	6	?	104
Cc1cc2nc(/N=C(\N)NC(=O)C(C)C)nc(C)c2cc1C	3	?	102
COc1ccccc1N1CCN(C(=O)c2c(C)noc2C)CC1	3	?	102
Cc1cc(C(=O)N2CCC(C(=O)O)CC2)c(C(F)(F)F)o1	3	?	100
Cc1ccccc1CN1C(=O)C(C)S/C1=N/N=C/c1ccco1 (configuration not stated)	6	?	87
O=C(COc1ccc(Br)cc1)Nc1nc(-c2cccnc2)cs1	7	?	99
Cn1c(N)c(C(=O)COC(=O)C2=NNC(=O)CC2)c(=O)n(C)c1=O	5	?	78
O=C(N/N=C\c1ccc([N+](=O)[O-])o1)c1cncc(Br)c1	7	?	96
CCc1ccc(NC(=O)NCC2CCN(c3ccc(OC)cc3)C2)cc1 (configuration not stated)	13	?	102
COCCCNC(=O)C1CCN(c2ccc(N3CCOCC3)nn2)CC1	8	?	103
Nc1ccc([N+](=O)[O-])cc1C(=O)NNC(=O)c1ccco1	6	?	95
COc1ccccc1Nc1nc(-c2cccc([N+](=O)[O-])c2)cs1	3	?	99
Cc1nn(-c2ccc(Cl)cc2)c(NC(=O)C(C)C)c(-c2ccccc2)c1=O	7	?	106
COc1ccc(/C(C)=N/NC(=O)CNC(=O)C2COc3ccccc3O2)c(OC)c1 (configuration not stated)	8	?	103
Cn1nccc1NC(=O)Nc1ccc(Cl)cc1	8	?	92
CCOC(=O)c1[nH]cnc1C(=O)Nc1ccc(C)cc1	6	?	98
CC1=CC(C)(C)Nc2ccc(Cc3ccc4c(c3)C(C)=CC(C)(C)N4)cc21	11	?	103
CN(C)CCN(Cc1ccccc1)S(=O)(=O)c1ccc2c(c1)n(C)c(=O)c(=O)n2C	9	?	98
Cc1ccc(N/C=C/c2onc(C)c2[N+](=O)[O-])cc1	8	?	98
O=C(COC(=O)c1cc(=O)[nH]c2ccccc12)Nc1cccc(S(=O)(=O)N2CCOCC2)c1	8	?	105
NC(=S)NC1CC2C=CC1C2 (configuration not stated)	6	?	102
CCOC(=O)CN1NC2(CCCCCCC2)NC1=S	4	?	85
Cc1cccc(-n2ccnc2CN2CCC(CO)(Cc3ccccc3)CC2)c1	16	?	97
N#C/C(=C\c1ccc(F)c(Cl)c1)S(=O)(=O)c1ccccn1	4	?	100
O=c1cc2ncc(-c3[nH]ncc3[N+](=O)[O-])cn2[nH]1	9	?	103
CC(=O)Nc1ccc(S(=O)(=O)Nc2nc(C)nc3sc4c(c23)CCC4)cc1	10	?	101
CC(C)(O)P(=O)(O)CCc1ccccc1	9	?	97
C=CCn1c(SCC(=O)NNC(=O)Nc2ccc(C)cc2)nnc1-c1ccccc1	13	?	103
Nc1ccc(C(=O)Oc2ccc([N+](=O)[O-])cc2)cc1	4	?	103
COc1ccc(C(CC(=O)N2CCOCC2)c2c(OC)cc(OC)c3ccc(=O)oc23)cc1 (configuration not stated)	7	?	102
CC(=O)Nc1sc(C)c(C)c1C(=O)OCC(=O)Nc1cc(S(C)(=O)=O)ccc1Cl	11	?	100
COC(=O)C1=C(C(=O)OC)[C@@H]2N(C)c3ccccc3[C@@]23C[C@@H](C(=O)OC)N(C(=O)CC(C)C)C3=N1	8	?	94
COc1ccc(OC)c(C(Nc2ccccc2)P(=O)(OC(C)C)OC(C)C)c1 (configuration not stated)	7	?	101
Cc1ccc(CNC(=O)C(Cc2ccccc2)n2cccc2)cc1 (configuration not stated)	5	?	98
CCN1C(=O)/C(=C\c2ccncc2)SC1=S	8	?	103
Cc1ccccc1CO/N=C/c1[nH]ncc1Br	11	?	110
Nc1cccc2c1C(=O)N(C(=O)/C=C/c1cccc(Br)c1)C2=O	5	?	88
O=C(N/N=C/c1ccc(-c2ccccc2)o1)c1ccccc1O	6	?	138
O=C(NCCN1CCOCC1)c1ccc2c(c1)N(Cc1ccc(Cl)cc1)CCS2	8	?	102
CC1(c2nnc(-c3ccc(Cl)cc3)o2)CC(c2ccc(Cl)cc2)=NO1 (configuration not stated)	10	?	99
Cc1ccc2cc([N+](=O)[O-])ccc2n1	7	?	89
Cc1ccn2c(=O)c(C(=O)O)cnc2c1	4	?	90
Cc1nc(-c2ccc(Cl)cc2)sc1C1(C)CC(c2ccc(C#N)cc2)=NO1 (configuration not stated)	7	?	87
COc1cc2ccc(=O)oc2c(CC=C(C)C)c1OC	8	?	99
CCc1c(C)c(C#N)c2[nH]c3ccccc3n2c1=S	5	?	113
CCNC(=S)Nc1cccc(NC(=O)c2ccccc2O)c1	7	?	104
CNC(=O)c1csc(Cc2c(Cl)sc3ccc(Cl)cc23)n1	6	?	114
Cc1nn2c(NCCN3CCOCC3)c3c(nc2c1-c1ccccc1)CCCC3	19	?	104
O=C(Nc1ccc(S(=O)(=O)Nc2nccs2)cc1)c1cc(=O)[nH]c2ccccc12	6	?	100
CC(C)NC(=O)Nc1cccc(Cl)c1	8	?	109
c1ccc(-c2ccc3nnnn3n2)cc1	5	?	97
O=C(CNC1CC1)Nc1cc(C(F)(F)F)ccc1Cl	4	?	103
CCOC(=O)C1(Cc2ccc(Cl)cc2)CCN(Cc2cn(CC)nc2C)CC1	6	?	100
CC(C)c1nc(C#N)c(NN)o1	5	?	100
N#CC1=C(N)Oc2c(ccc3cccnc23)C1c1ccccc1 (configuration not stated)	6	?	103

The list goes on.
SMILES	Avidin bead fluor	RGS7-Gao reg	RGS4-Gao reg
Cc1ccc(/C=N/NC(=O)C(c2ccncc2)N2CCOCC2)cc1 (configuration not stated)	3	?	101
COC(=O)c1ccc(Oc2nc(SC)nc(N(C)C)n2)cc1	7	?	86
COCCN1C(=O)C(=O)/C(=C(/O)c2ccc(S(=O)(=O)N3CCOCC3)cc2)C1c1cccc(O)c1 (configuration not stated)	7	?	100
O=[N+]([O-])c1ccc(N=Cc2c(O)ccc3ccccc23)cc1	6	?	99
C=CCNC(=O)C1CC2Cn3c(nc4cc(C)c(C)cc43)C2N1C (configuration not stated)	8	?	98
CC(=O)Nc1ccc2c(COC(=O)[C@H](C)N3C(=O)C4CCCCC4C3=O)cc(=O)oc2c1 (some centres not stated)	10	?	109
CCCCCc1cc(=O)oc2c(C(CCN3CCCC(C)C3)c3ccc(OC)cc3)c(OC)cc(OC)c12 (configuration not stated)	11	?	106
C=CCn1c(SCc2ccccc2Cl)nnc1-c1sc2nc(C)cc(C)c2c1N	6	?	96
Cn1c(O)c(N=NC(=O)C2COc3ccccc3O2)c2ccccc21 (configuration not stated)	9	?	110
O=C(N[C@H](C(=O)O)c1ccccc1)C1CCC(Cn2cnc3ccccc3c2=O)CC1 (some centres not stated)	4	?	102
O=C(Nc1cccc(S(=O)(=O)Nc2ccc(Cl)cc2)c1)c1ccc[n+]([O-])c1	12	?	101
Cc1ccccc1C(=O)Nc1cc(-c2cc(C(C)(C)C)oc2C)nn1C	2	?	90

Copied from the results shown (21 entries):
SMILES	Avidin bead fluor	RGS7-Gao reg	RGS4-Gao reg
CCc1c(C)c(C#N)c2[nH]c3ccccc3n2c1=S	5	?	113
CCNC(=S)Nc1cccc(NC(=O)c2ccccc2O)c1	7	?	104
CNC(=O)c1csc(Cc2c(Cl)sc3ccc(Cl)cc23)n1	6	?	114
Cc1nn2c(NCCN3CCOCC3)c3c(nc2c1-c1ccccc1)CCCC3	19	?	104
O=C(Nc1ccc(S(=O)(=O)Nc2nccs2)cc1)c1cc(=O)[nH]c2ccccc12	6	?	100
CC(C)NC(=O)Nc1cccc(Cl)c1	8	?	109
c1ccc(-c2ccc3nnnn3n2)cc1	5	?	97
O=C(CNC1CC1)Nc1cc(C(F)(F)F)ccc1Cl	4	?	103
CCOC(=O)C1(Cc2ccc(Cl)cc2)CCN(Cc2cn(CC)nc2C)CC1	6	?	100
CC(C)c1nc(C#N)c(NN)o1	5	?	100
N#CC1=C(N)Oc2c(ccc3cccnc23)C1c1ccccc1 (configuration not stated)	6	?	103
Cc1ccc(/C=N/NC(=O)C(c2ccncc2)N2CCOCC2)cc1 (configuration not stated)	3	?	101
COC(=O)c1ccc(Oc2nc(SC)nc(N(C)C)n2)cc1	7	?	86
COCCN1C(=O)C(=O)/C(=C(/O)c2ccc(S(=O)(=O)N3CCOCC3)cc2)C1c1cccc(O)c1 (configuration not stated)	7	?	100
O=[N+]([O-])c1ccc(N=Cc2c(O)ccc3ccccc23)cc1	6	?	99
C=CCNC(=O)C1CC2Cn3c(nc4cc(C)c(C)cc43)C2N1C (configuration not stated)	8	?	98
CC(=O)Nc1ccc2c(COC(=O)[C@H](C)N3C(=O)C4CCCCC4C3=O)cc(=O)oc2c1 (some centres not stated)	10	?	109
CCCCCc1cc(=O)oc2c(C(CCN3CCCC(C)C3)c3ccc(OC)cc3)c(OC)cc(OC)c12 (configuration not stated)	11	?	106
C=CCn1c(SCc2ccccc2Cl)nnc1-c1sc2nc(C)cc(C)c2c1N	6	?	96
Cn1c(O)c(N=NC(=O)C2COc3ccccc3O2)c2ccccc21 (configuration not stated)	9	?	110
O=C(N[C@H](C(=O)O)c1ccccc1)C1CCC(Cn2cnc3ccccc3c2=O)CC1 (some centres not stated)	4	?	102

(further entries)
SMILES	Avidin bead fluor	RGS7-Gao reg	RGS4-Gao reg
NS(=O)(=O)c1cccc(NC(=O)C2CC(=O)N(Cc3ccco3)C2)c1 (configuration not stated)	6	?	100
C=CCn1c(SCC(=C)C)nc2c1c(=O)[nH]c(=O)n2C	6	?	71
COC(=O)C1=C(C(=O)OC)[C@@H]2N(C)c3ccc(OC)cc3[C@@]23C[C@@H](C(=O)OC)N(S(=O)(=O)c2ccc([N+](=O)[O-])cc2)C3=N1	10	?	97
NC(=O)CCCc1nc(-c2ccccc2)no1	6	?	88
O=C1CSCC(=O)N1c1ncc(C(F)(F)F)cc1Cl	8	?	101
O=S(=O)(Nc1nc2ccccc2nc1NCC1CCCO1)c1ccccc1 (configuration not stated)	5	?	99
CCN(CC)c1ccc(/C=C/c2cc(-c3ccccc3)c3ccccc3n2)cc1	25	?	139
O=C(CCC1CCCC1)Nc1cccn(Cc2ccccc2Br)c1=O	7	?	96
O=C(/C=N/NC(=O)c1ccc(Cl)cc1Cl)c1ccccc1	11	?	103
O=C(NCc1ccccc1)c1ccc(S(=O)(=O)Nc2cccc(C(F)(F)F)c2)cc1	5	?	81
CCC(=O)NC1(C(F)(F)F)C(=O)Nc2c1c(=O)[nH]c(=O)n2CC(C)C (configuration not stated)	3	?	100
COc1ccc(C(=O)/C=C/Nc2cc(C)ccn2)cc1	7	?	95
CC(C)OC(=O)C(C)Nc1ccc(F)c(Cl)c1 (configuration not stated)	9	?	103
Cc1onc(-c2c(Cl)cccc2Cl)c1C(=O)NNC(=O)c1c(-c2c(Cl)cccc2Cl)noc1C	3	?	96
Cn1c(SCC(O)c2ccccc2)nnc1-c1ccc2ccccc2c1 (configuration not stated)	8	?	112
COc1ccc(/C=C/C(=O)N(Cc2cccs2)C2CCS(=O)(=O)C2)cc1 (configuration not stated)	3	?	96
O=C(Cn1cnc2scc(-c3ccc(Cl)cc3)c2c1=O)N1CCOCC1	8	?	99
NC(=S)COc1ccccc1	7	?	98
CCOC(=O)c1ccc(NC(=O)c2nc[nH]c2C(=O)NCc2ccccc2)cc1	8	?	103
COC(=O)C1CCN(C(=O)c2cc3c(=O)n4cccc(C)c4nc3n2Cc2ccccc2)CC1	6	?	101
S=C1NC[C@H](CC2CCCCC2)N1CCCCC1CCCCC1	12	?	96
CC(C)(C)c1cc(NC(=O)Nc2ccc(Cl)cc2Cl)no1	12	?	107
COc1ccc(C2C3=C(CC(C)(C)CC3=O)Nc3nc(C)nn32)cc1OC (configuration not stated)	6	?	88
COC(=O)c1scc(C#N)c1N/N=C(\C#N)S(=O)(=O)c1ccc(Cl)cc1	8	?	97
